# Screening data: PubChem BioAssay, The Scripps Research Institute Molecular Screening Center
# OXTR agonist: human OXTR agonists, primary screen, fluorescence, CHO-OTR cells, Fluo-8 calcium | activation, % at 3 µM | AID 2435, 2010 | Fluo-8 calcium fluorescence; normalized: DMSO 0%, oxytocin 100% | Oxytocin receptor (Homo sapiens), P30559 | 0.32% of 320,000 active;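 active = activation above the mean of all tested compounds plus 3 SD, cutoff set per screening run, cut at about 20% in these data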;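 note: peak over basal fluorescence ratio from a 100 s FLIPR kinetic read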
# V1aR counter: agonists of human V1a receptor, primary screen, counter-screen for OXTR agonist project, fluorescence, CHO-V1R cells | Fluo-8 calcium fluorescence, agonist mode; 0% DMSO, 100% 3 nM vasopressin | activation, % at 3 µM | AID 2797, 2010 | 0.25% of 320,000 active | Vasopressin V1a receptor (Homo sapiens), P37288;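 active = activation above the mean activation of all tested compounds plus 3 SD, per screening run, cut at about 20% in these data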;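 note: signal is peak over basal fluorescence ratio across a 100 second FLIPR read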
# Target sequence (P37288 whole entry, looked up): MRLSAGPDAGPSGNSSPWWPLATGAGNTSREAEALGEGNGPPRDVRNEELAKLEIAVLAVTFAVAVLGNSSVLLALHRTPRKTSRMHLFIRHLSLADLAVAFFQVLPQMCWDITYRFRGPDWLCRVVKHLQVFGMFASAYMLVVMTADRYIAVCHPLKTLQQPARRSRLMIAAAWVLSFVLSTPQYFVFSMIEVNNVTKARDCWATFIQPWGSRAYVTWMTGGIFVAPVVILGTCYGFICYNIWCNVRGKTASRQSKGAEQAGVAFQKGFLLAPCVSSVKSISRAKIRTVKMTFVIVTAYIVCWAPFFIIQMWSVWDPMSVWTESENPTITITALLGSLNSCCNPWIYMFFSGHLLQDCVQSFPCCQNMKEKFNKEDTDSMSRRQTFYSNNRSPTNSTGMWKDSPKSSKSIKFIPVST
# GPR7 antag: GPR7 receptor antagonists, primary screen, cell-based, fluorescence, single concentration. AID 1861, 2009. inhibition, % at 4.4 µM. 1.1% of 290,000 active. GPR7-expressing cells, fluorescence antagonist assay. Neuropeptides B/W receptor type 1 (Homo sapiens), P48145; in the data active = inhibition above about 16%, passing the limit was not always enough;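 note: cells stimulated with the agonist NPW; 0% = agonist with vehicle and 100% = vehicle without agonist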
# Target sequence (P48145 whole entry, looked up): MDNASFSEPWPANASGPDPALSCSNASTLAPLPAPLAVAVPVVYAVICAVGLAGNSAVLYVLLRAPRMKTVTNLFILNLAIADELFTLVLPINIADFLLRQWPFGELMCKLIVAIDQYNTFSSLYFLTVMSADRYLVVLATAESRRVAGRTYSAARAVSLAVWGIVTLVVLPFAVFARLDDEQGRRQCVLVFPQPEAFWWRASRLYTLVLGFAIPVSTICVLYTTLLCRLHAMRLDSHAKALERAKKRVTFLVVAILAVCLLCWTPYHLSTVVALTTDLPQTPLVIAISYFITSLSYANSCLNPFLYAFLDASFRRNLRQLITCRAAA
# CHO parental Ca: ATP-evoked calcium signal inhibitors, parental CHO, primary screen, counter-screen for OX1R antagonist project, cell-based, fluorescence, Fluo-8 calcium dye; parental CHO-K1, ATP-induced calcium, Fluo-8 fluorescence; inhibition, % at 5.6 µM; 0.63% of 330,000 active;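 active = inhibition above that plate's mean sample inhibition plus 3 SD, cut at about 26% in these data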;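 note: 0% = ATP-challenged DMSO wells and 100% = DMSO wells without ATP; some compounds past the cut are filed as inactive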
#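 Material: Parental CHO cells | Reagent: ATP | Compound dosing: Single nominal dose of 5.6 µM per compound | Detection: Intracellular calcium via Fluo-8 no-wash fluorescent dye | Read-out: % inhibition of ATP-induced calcium mobilization | Benchmarks: Low control ATP plus DMSO, high control DMSO only | Replicates: Singlicate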
# CHO-K1 Ca ag: counter-screen for M1 agonists: effect in parental CHO-K1 cells. 0.48% of 360,000 active. activation, % at 3 µM. Fluo-8 calcium fluorescence; scaled to maximal ATP response, vehicle zero. AID 602248, 2012; in the data active = activation above about 15%;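 note: untransfected CHO-K1 host cells lacking M1 receptor as counterscreen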
# M1 PAM parental: nonselective calcium activators in parental CHO-K1 cells, primary screen, counter-screen for M1 PAM project, cell-based, Fluo-8 calcium fluorescence, full deck, 1536-well; ATP EC20; 0% at ATP EC20, 100% at ATP max; activation, % at 3 µM; 0.02% of 360,000 active; AID 602247, 2012;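 active = activation above the run cutoff, the mean activation of all test compounds plus 3 SD, cut at about 40% in these data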;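 note: peak over basal fluorescence ratio in a 140 s read after ATP addition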
# TAAR1 antagonist: human TAAR1 antagonists, primary screen, Fluo-8 calcium fluorescence, CHO RD-HGA16 cells | Trace amine-associated receptor 1 (Homo sapiens), Q96RJ0 | antagonist | inhibition, % at 3 µM | 1.5% of 360,000 active | AID 624466, 2012;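 active = inhibition above a per-plate cutoff, the mean inhibition of test compounds on that plate plus 3 SD, cut at about 49% in these data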;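 note: 0% = DMSO plus EC80 beta-PEA response and 100% = DMSO alone without agonist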
# Target sequence (Q96RJ0 whole entry, looked up): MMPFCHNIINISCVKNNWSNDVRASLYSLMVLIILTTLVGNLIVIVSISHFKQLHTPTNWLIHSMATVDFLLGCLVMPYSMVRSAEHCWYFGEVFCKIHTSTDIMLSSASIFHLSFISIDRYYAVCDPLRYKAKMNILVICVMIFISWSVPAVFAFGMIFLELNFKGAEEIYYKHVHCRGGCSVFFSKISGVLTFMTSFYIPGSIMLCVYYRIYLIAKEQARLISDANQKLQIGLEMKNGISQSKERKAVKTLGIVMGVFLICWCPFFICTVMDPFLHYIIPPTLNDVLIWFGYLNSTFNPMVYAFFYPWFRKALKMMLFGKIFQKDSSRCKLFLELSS
#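 System: RD-HGA16 CHO cells with stable hTAAR1 and Gα16 | Probe or stimulus: EC80 β-phenethylamine stimulus | Dosing: 3 µM, single point | Times: Dye loading 75 min at 37 °C, then 30 min room temperature | Measured by: Fluo-8 calcium-sensitive fluorescence | Read-out basis: % inhibition of agonist calcium response | Replicates: n of 1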
# CHO-K1 Ca antag: M1 antagonist counterscreen hit in parental CHO-K1 cells | ATP-induced calcium, Fluo-8 fluorescence | inhibition, % at 3 µM | 0.6% of 360,000 active | AID 602250;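 active = inhibition above a per-plate cutoff, the plate's mean sample inhibition plus 3 SD, cut at about 24% in these data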;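 note: 0% = DMSO plus EC80 ATP and 100% = DMSO alone without ATP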
# OXTR potentiator: human OXTR potentiators, primary screen, fluorescence, CHO-OTR cells, Fluo-8 calcium; Oxytocin receptor (Homo sapiens), P30559; Fluo-8 calcium fluorescence, potentiator mode; 0% = oxytocin EC15, 100% = EC100; activation, % at 3 µM; 0.061% of 320,000 active;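 active = activation above that plate's cutoff, the mean activation of tested compounds plus 3 SD, cut at about 6.6% in these data, passing the limit was not always enough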;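 note: 100% uses oxytocin at 75 nM as the full agonist control; some results filed as inactive read as strong as hits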
#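 Assay system: CHO cell line stably expressing human OTR. Reagent: EC15 oxytocin agonist. Dosing: single dose, 3.0 µM nominal final compound concentration. Timing: compound 6 min at room temperature before oxytocin, 100 s read. Signal: kinetic Fluo-8 calcium fluorescence. Controls: oxytocin EC15 low and EC100 high.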
# Starred values were filed as active, the others as inactive; . = no result given.
SMILES,OXTR agonist,V1aR counter,GPR7 antag,CHO parental Ca,CHO-K1 Ca ag,M1 PAM parental,TAAR1 antagonist,CHO-K1 Ca antag,OXTR potentiator
Cc1sc2ncnc(SCC(=O)N(C(C)C)C(C)C)c2c1C,-2.4,-1.5,2,-13,1.7,15,-19,-14,0
O=C(Nc1ccc(F)cc1)c1ccc(CN2CCc3ccccc3C2)cc1,0.5,3.5,14,-9,2.2,7,13,-6,-12
CCCCc1c(O)nc2n(c1=O)CCS2,0.9,1.3,-20,-2,0.4,29,-2,-15,10
O=C(O)CCCC(=O)N1N=C(c2ccccc2)CC1c1cccs1 (stereo not drawn),1.0,0.7,1,0,0.5,7,12,-12,-5
CCOC(=O)C1=C(C)OC(=Cc2ccccc2)C1=O,.,.,.,.,1.8,10,2,-8,.
Cc1cc(S(=O)(=O)Nc2cccc(O)c2)c(C)s1,1.2,0.3,4,-5,1.1,6,10,-5,-18
CCN(CC)C(=O)CSc1ncnc2c1cnn2-c1ccccc1,1.4,0.9,3,-9,0.6,-5,10,6,8
CCN(CC)c1ccc2oc(=O)c(C)nc2c1,38*,24*,0,12,29*,-3,50*,15,-6
COCCNC(=O)c1c[nH]c2ccc(S(=O)(=O)Nc3ccccc3F)cc2c1=O,-0.4,0.7,4,0,-0.1,10,-12,0,-9
C=C(C)C(=O)Nc1cccc(C2=NOC3(C2)C[C@H](C(N)=O)N(C(=O)c2ccccc2C(=O)c2ccccc2)C3)c1 (stereo partly drawn),-0.5,0.0,.,-10,0.2,13,-9,-9,-1
COC(=O)CNC(=O)CSc1nc(N)cc(=O)[nH]1,1.3,0.5,-8,6,-0.2,-5,7,-3,4
CCOc1ccc(-c2c(C)n([O-])c3c([n+]2=O)CCCC3)cc1,-0.2,0.7,-10,12,0.5,12,5,-5,-2
COc1ccc(-c2csc(NC3OC(=O)c4ccccc43)n2)cc1 (stereo not drawn),0.2,0.9,-12,-11,2.0,6,-1,-12,-1
CC1C(=O)Nc2ccccc2N1C(=O)c1ccc(Cl)cc1 (stereo not drawn),0.1,0.3,-8,-12,1.2,-7,-8,3,-6
C#CCn1c(S(=O)(=O)Cc2ccc(F)cc2)nc(-c2ccccc2)c1-c1ccccc1,1.0,2.3,-9,-19,0.2,8,4,-15,-8
CCOc1ccc(NC(=O)C2C3C=CC4(O3)C2C(=O)N(Cc2cccnc2)C4C(=O)NC2CCCCC2)cc1 (stereo not drawn),0.1,0.2,-11,-13,-0.5,7,.,9,-1
Nc1nonc1-n1nnc(C(=O)N/N=C/c2ccccc2Cl)c1-c1ccc2c(c1)OCO2,2.4,6.7,6,-1,-0.4,15,25,-11,-8
Cc1cccc(C(=O)NC(=S)NNC(=O)COc2ccc(Cl)cc2)c1,.,.,1,.,0.3,16,53*,4,.
CCN1CCN(S(=O)(=O)c2ccc(OC)c(Br)c2)CC1,-0.5,0.5,-6,-21,0.1,13,-3,-6,-16
CN1CCN(C(c2ccccc2)c2nnnn2C(C)(C)C)CC1 (stereo not drawn),.,.,.,.,-0.1,13,-19,-4,.
COc1ccc(/C=N/n2nnnc2N)c(OC)c1,.,.,14,.,-0.2,2,5,8,.
CNC(=O)c1c(NC(=O)CCS(=O)(=O)c2ccc(C)cc2)sc(C)c1C,-0.3,-1.2,.,-11,1.1,6,1,-3,0
Cn1c(=NC(=O)c2cnccn2)sc2ccccc21,-1.7,-1.2,-10,-15,-0.6,8,-16,3,5
CC(CCN1CCN=C1N(C)C)c1ccccc1 (stereo not drawn),0.5,0.6,.,-3,-0.1,2,-1,-7,-1
CN(C)S(=O)(=O)n1cc(/C=C(\NC(=O)c2ccccc2Cl)C(=O)N2CCCC2)c2ccccc21,1.7,19,31*,-19,4.0,6,45,-5,-10

# Continued, starting with the last 2 of the part before.
SMILES,OXTR agonist,V1aR counter,GPR7 antag,CHO parental Ca,CHO-K1 Ca ag,M1 PAM parental,TAAR1 antagonist,CHO-K1 Ca antag,OXTR potentiator
CC(CCN1CCN=C1N(C)C)c1ccccc1 (stereo not drawn),0.5,0.6,.,-3,-0.1,2,-1,-7,-1
CN(C)S(=O)(=O)n1cc(/C=C(\NC(=O)c2ccccc2Cl)C(=O)N2CCCC2)c2ccccc21,1.7,19,31*,-19,4.0,6,45,-5,-10
COc1cccc(N2CC(C(=O)Nc3nnc(SCCC4OCCO4)s3)CC2=O)c1 (stereo not drawn),0.3,0.5,-1,-10,1.6,4,-5,-6,1
COc1ccccc1CNc1ncccn1,-0.1,0.5,12,-5,-0.1,12,-18,-3,-12
COc1ccc(Nc2nccc(N(C)C)c2C#N)cc1,0.8,1.0,-16,-5,5.8,7,16,7,-6
CS(=O)(=O)Nc1ccc(C(=O)NCCSCc2ccco2)cc1,0.5,0.5,-3,-4,3.0,10,-2,7,-7
CCOC(=O)C(CCCCCOc1ccc([N+](=O)[O-])cc1)C(=O)OCC,3.5,3.4,16,5,8.0,-8,17,2,-4
CC(C)C(NC(=O)c1ccc(Cl)cc1)C(=O)NCC1CCCO1 (stereo not drawn),-0.2,-0.4,-18,1,0.0,7,-15,-9,-9
CC(C)c1ccccc1NC(=O)Cn1c(-c2ccccc2Cl)nc2ccccc21,-1.6,-0.4,23*,8,1.0,23,-2,-8,-1
O=C(N/N=C1\CCc2ccccc21)c1ccncc1,0.8,-0.1,-1,-5,0.0,17,14,-9,1
CON/C=C(\C=Nc1ccc(Cl)cc1Cl)c1ncc(C(F)(F)F)cc1Cl,0.6,-0.2,-11,0,0.3,15,-5,-8,7
CCCc1cc2c(cc1NC(=O)c1ccccc1F)OCO2,-1.5,-1.9,-14,-22,0.5,28,-13,-8,0
CCOC(=O)N1CCC(NC2CCCCCCC2)CC1,0.4,1.5,-4,0,2.2,1,3,-4,-1
Cc1nnc(SCc2cc(=O)[nH]c(N3CCCCC3)n2)s1,0.6,-0.5,8,-1,0.1,14,-1,-5,-15
Cc1oc2nc(SCC(=O)N3CCCCC3)nc(N)c2c1C,-0.2,0.7,-10,-15,1.6,25,3,-15,3
COCCCNC(=O)Cn1cc2c(n1)CCCCC2,0.4,1.4,-3,-14,0.3,16,0,-3,-2
CC(O)c1cccc(NC(=O)CCC(=O)O)c1 (stereo not drawn),0.2,0.4,-15,-10,0.1,-14,-3,-2,-2
O=C(O)CCc1nc(-c2ccccc2Cl)no1,-0.1,0.0,10,7,0.0,-7,-2,-1,-4
O=C(Nc1cnn(Cc2ccc(Cl)cc2)c1)c1ccc([N+](=O)[O-])cc1,1.2,3.3,5,64*,1.8,14,13,-6,-19
CC(=O)N(C)c1ccc(OCC(O)CN(c2ccccc2C)S(=O)(=O)c2ccc(C)cc2)cc1 (stereo not drawn),3.8,6.0,4,-17,3.9,-15,4,-4,-13
C=CCN1C(=O)/C(=C\c2cc(Br)c(OCc3ccccn3)c(OC)c2)SC1=S,-0.1,1.6,1,-6,1.4,17,-6,-3,-10
Cc1c(-n2c(SC(C)C(=O)NC(N)=O)nc3ccccc3c2=O)c(=O)n(-c2ccccc2)n1C (stereo not drawn),1.8,0.4,-6,-7,0.3,-17,-11,-3,-1
Cc1ccccc1-c1cc2nc(NCCN3CCCC3)n(C)c(=O)c2s1,.,.,.,.,0.6,10,-11,-1,.
COC(=O)c1ccc(COC(=O)CNC(=O)CNC(=O)c2ccc(C)cc2)cc1,-1.8,-0.8,-9,-6,0.5,23,-9,-16,-7
COc1ccccc1N(C)S(=O)(=O)c1ccc(C)c(C(=O)N2CCCCCC2)c1,.,.,.,.,1.8,-2,-20,-3,.
COc1cccc(NC(=O)/C=C/c2ccc(S(=O)(=O)N3CCOCC3)cc2)c1,3.2,3.3,.,-7,2.8,-13,8,-2,-4
O=[N+]([O-])c1cc(Cl)ccc1-c1nc(-c2ccncc2)no1,-0.8,-0.3,-2,-14,-0.1,23,-2,-9,-5

# Entries listed so far printed as active in TAAR1 antagonist:
structure | GPR7 antag | TAAR1 antagonist | OXTR potentiator
CCN(CC)c1ccc2oc(=O)c(C)nc2c1 | 0 | 50* | -6
Cc1cccc(C(=O)NC(=S)NNC(=O)COc2ccc(Cl)cc2)c1 | 1 | 53* | .

# The listing continues.
SMILES,OXTR agonist,V1aR counter,GPR7 antag,CHO parental Ca,CHO-K1 Ca ag,M1 PAM parental,TAAR1 antagonist,CHO-K1 Ca antag,OXTR potentiator
N#C/C(=N\Nc1ccc(S(=O)(=O)N2CCOCC2)cc1)C(N)=S,0.7,-0.3,-10,-7,1.4,25,2,-12,4
Brc1ccc(Oc2nnnn2-c2ccccc2)cc1,-1.2,-0.9,12,13,-0.2,-2,30,17,-3
CCSC(=O)N1c2ccc(OC)cc2C=CC1C#N (stereo not drawn),.,.,.,.,-0.1,-6,9,-14,.
CS(=O)(=O)c1ccc2nc(NC(=O)CN3CCOCC3)sc2c1,1.3,5.2,-8,-14,0.7,18,4,-4,-2
CCCc1c(C)[nH]c2ccccc2c1=O,1.1,0.8,9,-5,1.4,25,-17,-11,0
COC(=O)C(C)Sc1snnc1-c1ccccc1 (stereo not drawn),-2.1,-1.0,-2,-12,0.3,17,17,-11,-6
CC12CCC(C(=O)NNC(=O)c3ccc(Br)cc3)(OC1=O)C2(C)C (stereo not drawn),-0.4,0.0,-22,6,1.3,8,-30,-6,3
CCN(CC)C(=O)COC(=O)C1CCN(S(=O)(=O)c2ccc3c(c2)OCCO3)CC1,0.2,0.3,.,-5,0.6,10,7,-16,-1
COc1ccc2c(c1)CCN=C2Cc1ccc(OC)c(OC)c1,2.2,3.5,-1,-2,1.7,16,9,-4,-4
Cc1c(NC(=O)CSCc2ccco2)c(=O)n(-c2ccccc2)n1C,-0.6,-0.1,-6,8,0.3,-17,-4,6,-2
CC(=O)Nc1ccc(/C(C)=N/NC(=O)c2ccccc2Cl)cc1,0.5,0.2,2,0,0.6,25,-4,-12,-3
CCCCN(CC(=O)NCCOC)C(=O)Cn1nnc2ccccc21,1.3,1.5,-7,-1,-0.1,13,6,-3,-1
O=C(O)c1ccc(Nc2nc(-c3ccccc3)nc3ccccc23)cc1,1.4,1.0,-19,-6,2.4,-4,44,-8,-1
